# SENP8 block: blocks the human protease SENP8. 330,000 compounds, 1.2% hits. Q96LD8. purified SENP8, Z-RLRGG-aminoluciferin cleavage, luminescence. inhibition, % at 10 µM
# Target sequence (Q96LD8 whole entry, looked up): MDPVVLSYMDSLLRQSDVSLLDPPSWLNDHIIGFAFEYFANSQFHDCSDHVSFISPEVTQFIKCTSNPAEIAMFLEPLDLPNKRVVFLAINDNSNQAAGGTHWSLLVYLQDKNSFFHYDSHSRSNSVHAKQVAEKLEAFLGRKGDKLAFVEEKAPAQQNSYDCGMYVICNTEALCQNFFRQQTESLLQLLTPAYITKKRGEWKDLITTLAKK
# UBC13 inh: inhibitors of human UBC13 polyubiquitin chain formation | P61088 | inhibition, % at 20 µM | TR-FRET | AID 485273 | 330,000 compounds, 0.47% hits; in the data active = inhibition above about 45%, passing the limit was not always enough
# Target sequence (P61088 whole entry, looked up): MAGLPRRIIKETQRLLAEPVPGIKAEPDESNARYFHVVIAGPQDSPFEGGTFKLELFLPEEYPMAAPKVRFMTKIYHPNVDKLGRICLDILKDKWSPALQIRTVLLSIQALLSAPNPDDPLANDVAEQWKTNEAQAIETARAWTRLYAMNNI
# CCR6 antagonist: blocks CCL20-driven beta-arrestin recruitment at human CCR6; P51684; CHO-K1 CCR6 PathHunter beta-arrestin, luminescence, CCL20-stimulated; inhibition, % at 20 µM; 340,000 compounds, 0.49% hits; AID 493098;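 active = compounds whose inhibition of the agonist-driven luminescence signal at 20 µM reaches about 50%, limit read from the data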;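 also: cells stimulated with CCL20 at 14 nM final; plate controls were DMSO with CCL20 for no effect and DMSO without agonist for full effect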
# Target sequence (P51684 whole entry, looked up): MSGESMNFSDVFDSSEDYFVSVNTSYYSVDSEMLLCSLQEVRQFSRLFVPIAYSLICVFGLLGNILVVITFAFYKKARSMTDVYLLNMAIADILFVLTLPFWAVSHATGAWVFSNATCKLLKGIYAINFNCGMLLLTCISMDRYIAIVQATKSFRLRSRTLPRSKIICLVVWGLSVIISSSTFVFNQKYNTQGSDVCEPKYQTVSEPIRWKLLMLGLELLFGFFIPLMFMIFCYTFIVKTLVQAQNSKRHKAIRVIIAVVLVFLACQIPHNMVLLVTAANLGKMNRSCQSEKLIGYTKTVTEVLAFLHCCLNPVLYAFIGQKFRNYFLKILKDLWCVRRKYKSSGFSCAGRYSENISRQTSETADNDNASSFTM
# EBI2 block: antagonists of human EBI2 receptor; P32249; EBI2 beta-arrestin recruitment, luminescence, 7a,25-OHC stimulated; inhibition, % at 5 µM; 360,000 compounds, 0.81% hits; in the data active = inhibition above about 38%;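 also: enzyme fragment complementation signal reports receptor beta-arrestin coupling in cells; 0% = agonist plus DMSO wells and 100% = wells without agonist; some results beyond the cut were filed as inactive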
# Target sequence (P32249 whole entry, looked up, the tested form may be a part): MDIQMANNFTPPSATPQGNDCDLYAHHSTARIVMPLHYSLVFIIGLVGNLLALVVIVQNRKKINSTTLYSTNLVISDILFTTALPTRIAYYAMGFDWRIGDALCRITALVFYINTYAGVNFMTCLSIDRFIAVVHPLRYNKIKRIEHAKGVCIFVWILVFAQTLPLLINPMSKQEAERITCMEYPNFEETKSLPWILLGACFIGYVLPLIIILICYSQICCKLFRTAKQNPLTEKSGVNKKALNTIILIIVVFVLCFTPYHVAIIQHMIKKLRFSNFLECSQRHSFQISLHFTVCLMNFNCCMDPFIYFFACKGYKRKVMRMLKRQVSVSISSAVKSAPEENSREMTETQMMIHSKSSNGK
# 697 NFkB inh: inhibitors of the PMA/ionomycin-induced NF-kB reporter in 697 B cells | 697 B-cell NF-kB luciferase reporter, 16 h | inhibition, % at 4 µM | 330,000 compounds, 0.33% hits | AID 435022; in the data active = inhibition above about 35%
# Apaf-1 inh: blocks human Apaf-1 apoptosome activity; O14727; reconstituted apoptosome caspase-3 activity, DEVD-Rh110 fluorescence; inhibition, % at 20 µM; 330,000 compounds, 0.71% hits; AID 489030; active = inhibition of at least 40% at 20 µM;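 also: plate controls were DMSO wells for no effect and DEVD-CHO caspase inhibitor wells for full effect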
#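 System: Apoptosome proteins | Medium: Hepes pH 7.5 with detergent and BSA | Also added: Cytochrome c trigger plus (Z-DEVD)2-Rh110 caspase-3 substrate | Incubation: 30 min compound preincubation, 50 min activation, room temperature | Detection: Rhodamine 110 fluorescence at Ex 480/Em 540 nm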
# Gli-Sufu block: Gli-Sufu pathway antagonism; AID 588413; Sufu-KO-LIGHT fibroblasts, Gli luciferase reporter luminescence; 340,000 compounds, 0.74% hits; inhibition, % at 5 µM;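 active = inhibition above about 55%, limit read from the data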;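 also: 0% = DMSO-treated cells and 100% = wells with medium but no cells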
# Jurkat NFkB inh: inhibitors of the PMA/ionomycin-induced NF-kB reporter in Jurkat cells; inhibition, % at 4 µM; 330,000 compounds, 0.53% hits; PMA/ionomycin-induced NF-kB luciferase reporter, luminescence
# An asterisk follows results filed as active; · = no result given; & = joins results of further samples. Rule as the data show it, unless noted: active = inhibition above about 50%; inactive = the rest. Only part of the results is shown (hit frequency here may not be typical).
# Order of values: SENP8 block | UBC13 inh | CCR6 antagonist | EBI2 block | 697 NFkB inh | Apaf-1 inh | Gli-Sufu block | Jurkat NFkB inh
CCCCCCN(C(=O)CCCCCN1C(=O)NC(c2ccc(-c3ccccc3)cc2)C(C(=O)OCc2ccccc2)=C1C)C(C(=O)NCCCC)c1ccccc1 (centres undefined)
  -1 | -25 | · | · | 4 | 17 | · | 29
COC(=O)c1[nH]c2ccc(C)cc2c1NS(=O)(=O)c1ccc(F)c(C)c1
  -2 | -5 | 16 | 3 | -19 | 13 | 20 | 0
CC(C)CNS(=O)(=O)c1ccc(OCC(=O)Nc2ccc3c(c2)OCCO3)cc1
  -4 | 4 | -6 | 8 | -6 | -2 | -4 | 1
CC(C)OC(=O)c1cccc(C(=O)Oc2ccccc2)n1
  1 | 5 | 2 | -5 | 1 | -22 | 6 | 1
CCN(CC)C(=O)c1ccccc1NS(C)(=O)=O
  1 | 0 | -10 | 1 | 8 | 2 | -2 | -6
Cc1cc(C(=O)CSc2nc(N)cc(=O)[nH]2)c(C)n1-c1ccc(OC(F)F)cc1
  -10 | -15 | 3 | -2 | 20 | 13 | 68* | 40
O=C(NC1=NCCS1)c1cc(-c2cccnc2)nc2ccccc12
  1 | -4 | 0 | -8 | 7 | 1 | -6 | -2
CC(C)(C)c1ccc2oc(=O)cc(-c3cccc(-c4ccc(C(F)(F)F)cc4)c3)c2c1
  · | · | 29 | 8 | 8 | 21 | 2 | ·
CN1CCC(NC(=O)Cc2c(F)cccc2Cl)CC1
  -3 | 2 | 3 | -5 | 14 | 1 | -4 | 5
O=C(Nc1ccnn1C1CCN(C(=O)c2cc(Cl)ccc2F)CC1)C1CCOC1 (centres undefined)
  -1 | -1 | 10 | 2 | 7 | -5 | -12 | 10

# Compound profiles, as listed above. Values in the order: SENP8 block	UBC13 inh	CCR6 antagonist	EBI2 block	697 NFkB inh	Apaf-1 inh	Gli-Sufu block	Jurkat NFkB inh
# `CC(C)(C)c1ccc2oc(=O)cc(-c3cccc(-c4ccc(C(F)(F)F)cc4)c3)c2c1` reads ·	·	29	8	8	21	2	·
# `CCN(CC)C(=O)c1ccccc1NS(C)(=O)=O` reads 1	0	-10	1	8	2	-2	-6
# `COC(=O)c1[nH]c2ccc(C)cc2c1NS(=O)(=O)c1ccc(F)c(C)c1` reads -2	-5	16	3	-19	13	20	0
# `CCCCCCN(C(=O)CCCCCN1C(=O)NC(c2ccc(-c3ccccc3)cc2)C(C(=O)OCc2ccccc2)=C1C)C(C(=O)NCCCC)c1ccccc1` (centres undefined) reads -1	-25	·	·	4	17	·	29
# `CN1CCC(NC(=O)Cc2c(F)cccc2Cl)CC1` reads -3	2	3	-5	14	1	-4	5

# Entries above that contain a Cl atom, in the order listed:
# Order of values: SENP8 block | UBC13 inh | CCR6 antagonist | EBI2 block | 697 NFkB inh | Apaf-1 inh | Gli-Sufu block | Jurkat NFkB inh
CN1CCC(NC(=O)Cc2c(F)cccc2Cl)CC1
  -3 | 2 | 3 | -5 | 14 | 1 | -4 | 5
O=C(Nc1ccnn1C1CCN(C(=O)c2cc(Cl)ccc2F)CC1)C1CCOC1 (centres undefined)
  -1 | -1 | 10 | 2 | 7 | -5 | -12 | 10

# Later entries:
# Order of values: SENP8 block | UBC13 inh | CCR6 antagonist | EBI2 block | 697 NFkB inh | Apaf-1 inh | Gli-Sufu block | Jurkat NFkB inh
COC(=O)c1ccc(SCC(=O)NC2CCCC2)c([N+](=O)[O-])c1
  -8 | -10 | 4 | -8 | -26 | 2 | 4 | 0
CCOc1cc(C(=O)N2CCN(c3ccccc3)CC2)cc(OCC)c1OCC
  -3 | -2 | 10 | -4 | 11 | 3 | 1 | 12
CCC(CC)C(=O)Nc1nnc(SCC(=O)NC2CCCCC2)s1
  -1 | -2 | 8 | -2 | -3 | 12 | 28 | -8
C[C@H]1O[C@H](O[C@H]2[C@H](O)[C@@H](O)[C@@H](O[C@H]3[C@H](O)[C@@H](O)C(O)O[C@@H]3CO)O[C@@H]2CO)[C@H](O)[C@@H](O)[C@@H]1N[C@H]1C=C(CO)[C@@H](O)[C@H](O)[C@H]1O (some centres undefined)
  4 | 1 | · | · | 6 | -7 | · | 4
CN(C)CCCN1c2ccccc2Sc2ccc(Cl)cc21
  -5&-4 | 18&18 | 17&18 | 3&-12 | 11&-8 | 42* | 13&-10 | -11&-6
CCOc1ccc(OCC(=O)OCc2csc(CC(=O)Nc3ccccc3C)n2)cc1
  -9 | -3 | -8 | 0 | 17 | 12 | -3 | 14
Cc1cccc(C(=O)N2CCC(=O)N(C(COCc3cccc(C(F)(F)F)c3)Cc3ccccc3)CC2)c1 (centres undefined)
  -15 | 9 | 15 | 17 | -2 | 29 | 8 | 6
Cc1cc(C)c(S(=O)(=O)Nc2nnc(C(C)C)s2)c(C)c1
  -4 | -6 | 1 | -5 | -4 | -2 | 7 | 4
CC(=O)N1CCN(CCN=CC2=C(O)CC(c3ccc(Cl)cc3)CC2=O)CC1 (centres undefined)
  -13 | -7 | 6 | 1 | -14 | 7 | -6 | -6
Cc1ccc(CN2CCN(Cc3ccc(OC(C)C)cc3)CC2CCO)o1 (centres undefined)
  4 | 13 | 20 | -10 | 7 | -24 | 21 | 13
Cc1ccccc1CN1C(=O)C2(OCCCO2)c2ccccc21
  9 | 4 | 1 | 11 | 17 | 2 | -4 | -5
COc1ccc(NCc2nnc(-c3ccccc3)o2)cc1
  1 | -8 | -4 | 18 | -14 | 3 | -23 | -8
CCc1ccc(NC(=O)CCCNC(=O)Cn2cnc3sc(C)c(C)c3c2=O)cc1
  1 | 0 | 3 | -1 | 11 | 2 | -11 | 10
COc1ccccc1NC(=O)c1c(O)c2ccccc2[nH]c1=O
  -6 | 8 | -12 | 17 | -25 | -8 | -35 | -37
CC(C)CN(CC(C)C)C(=O)CN1C(=O)NC2(CCc3ccccc3C2)C1=O (centres undefined)
  2 | 8 | -3 | -2 | 19 | 6 | 1 | -6
COc1ccc(N2CCN(CCC(=O)c3ccc4ccccc4c3)CC2)cc1
  -2 | 10 | 5 | 8 | 7 | 13 | 4 | -10
Cc1ccc2nc(N(CCN(C)C)C(=O)c3ccc4c(c3)OCCO4)sc2c1
  -6 | 10 | 27 | -10 | -16 | 18 | -3 | -37
CC1CCN(CCCCOc2ccccc2F)CC1
  9 | 4 | 10 | 2 | 6 | -3 | 12 | 4
COc1cc(OC)cc(-c2nc3ccccc3s2)c1
  81* | -5 | 4 | 19 | -72 | 8 | -23 | -106
CC1CCCC(NC(=O)COC(=O)c2cccnc2Cl)C1C (centres undefined)
  7 | 3 | -2 | 1 | 13 | -14 | 3 | 2
COC(=O)c1cc(S(=O)(=O)N2CCCC(C)C2)cn1C (centres undefined)
  -2 | 1 | 15 | -7 | 3 | -2 | -4 | 15
O=C(Nc1ccccc1)C1CC2CCC1C2 (centres undefined)
  1 | 0 | -3 | -6 | 4 | -1 | 25 | -2
Cc1ccn(CC(=O)N2CCCC(Nc3ccc(F)c(F)c3)C2)n1 (centres undefined)
  6 | -6 | 11 | -11 | 9 | 13 | 11 | -2
COc1ccc(C2c3ccc4ccccc4c3Oc3ncn(Cc4ccco4)c(=N)c32)cc1OC (centres undefined)
  -4 | -10 | 14 | 29 | 8 | 4 | 12 | 6
CCCCC[n+]1ccn(-c2nc3ccccc3nc2[N-]S(=O)(=O)c2ccccc2)c1
  0 | 6 | -9 | 4 | 18 | -5 | 12 | 9
COc1ccc(S(=O)(=O)NCC(=O)N(CC(=O)NCc2ccco2)C2CCCC2)cc1
  -3 | 0 | 17 | 14 | 20 | 6 | -15 | -21
Cn1c(SCC2CCCO2)nnc1-c1ccc([N+](=O)[O-])cc1 (centres undefined)
  -6 | -6 | 5 | -11 | -6 | -5 | -4 | 0
COCCSc1nnc(NC(=O)c2ccco2)s1
  -8 | -3 | 4 | -17 | -27 | -4 | -7 | -15
CC(=O)Nc1ccc(SC[C@H](Cc2ccccc2)N2CC[C@@H](C(C)(C)C)CCC2=O)cc1
  6 | 12 | 14 | 25 | 26 | 30 | 18 | 1
CC1CN(c2nc(Nc3ccccc3F)nc(N)c2[N+](=O)[O-])CC(C)O1 (centres undefined)
  -11 | -13 | 16 | 3 | -12 | 4 | -2 | -7
COC(=O)c1sc(NC(=O)c2c(OC)cccc2OC)c(C#N)c1C
  3 | 11 | 7 | 12 | 8 | 0 | -5 | 10
c1ccc(COc2cccc(CNn3cnnc3)c2)cc1
  -1 | 7 | 1 | 7 | 9 | -18 | 0 | 15
CCC1(C)N(O)C(C)(C)C(c2ccc(OC)cc2)=[N+]1[O-] (centres undefined)
  -6 | -4 | 13 | -8 | -7 | -4 | -7 | 6
C=C(C)c1cccc(C(C)(C)NC(=O)N2CCCC(C)C2)c1 (centres undefined)
  -9 | -3 | -7 | -2 | -2 | -6 | 9 | -1
CC1CCCCN1C(=O)CN1C(=O)c2ccccc2S1(=O)=O (centres undefined)
  -2 | -1 | -1 | -6 | 17 | -4 | -10 | 22
Cc1cc(COC(=O)C2N3C(=O)[C@@H](NC(=O)COc4ccccc4)[C@H]3SC2(C)C)on1 (some centres undefined)
  -17 | -3 | 1 | 10 | 12 | 7 | -2 | 5
CC(=O)O[C@]1(C(C)=O)CC[C@H]2[C@@H]3C=CC4=CC(=O)C=C[C@]4(C)[C@H]3CC[C@@]21C
  -11 | -3 | 7 | -3 | -16 | 10 | 16 | 3
CCN(CC)c1ccc(NC(=O)CCc2nnc3ccc(N4CCCC4)nn23)c(C)c1
  3 | 5 | 17 | -6 | -24 | 8 | 7 | -11
c1ccc(OCc2nn3c(-c4cccnc4)nnc3s2)cc1
  -3 | -7 | 7 | -4 | -4 | 15 | 5 | -6
COc1ccc(OC(=O)CN2C(=O)C3C4CCC(C4)C3C2=O)cc1 (centres undefined)
  -7 | -1 | 12 | -2 | -20 | 3 | -4 | -2
Cc1ccc(CS(=O)Cc2ccc(C(=O)N3CCN(c4ccccc4)CC3)o2)cc1 (centres undefined)
  1 | -8 | 2 | 7 | -20 | 15 | 9 | 5
Cc1ccc(S(=O)(=O)N2C(=O)CCC2C(=O)O/N=C(\N)c2ccc([N+](=O)[O-])cc2)cc1 (centres undefined)
  13 | -3 | -26 | -18 | 12 | 8 | -1 | 11
CCN(CC)C(=O)c1ccc(S(=O)(=O)c2ccccc2)cc1
  -6 | -5 | 5 | -5 | -19 | -1 | -14 | -2
O=C(Nc1ccc(Br)cc1F)c1ccc2nsnc2c1
  -14 | 14 | 13 | -1 | -121 | 0 | -84 | -69
CCn1c(O)c(/C=N/n2cnnc2)sc1=S
  23 | -1 | 1 | -4 | -7 | -12 | -1 | 5
CCOC(=O)C(C)c1c(C)[nH]c(=S)[nH]c1=O (centres undefined)
  3 | 1 | -23 | 0 | 13 | 4 | -5 | 11
Cc1ccc(C(=O)C2=C(O)C(=O)N(Cc3cccnc3)C2c2ccc(Cl)c(Cl)c2)o1 (centres undefined)
  3 | -16 | 2 | 4 | 10 | 11 | -11 | -3
Cc1ncc([N+](=O)[O-])n1Cc1ccccc1F
  -1 | -6 | 8 | -7 | -8 | 1 | 10 | 2
COCCN(CCOC)S(=O)(=O)c1ccc(OC)cc1
  -1 | 3 | -5 | 10 | -4 | -4 | -1 | 1
CCN1CCN(CC(O)COc2ccc3c(c2)CCC3)CC1 (centres undefined)
  -1 | 10 | -6 | -5 | 16 | 4 | -2 | -7
CCC1(C)CC(c2nc(-c3ccc(OC)cc3)cs2)CCS1 (centres undefined)
  -6 | -19 | 9 | 21 | -22 | 17 | -10 | 2
CCOC(=O)c1cc2occc2n1CC(=O)Nc1ccc(OC)cc1OC
  3 | -4 | -1 | -5 | 3 | -5 | 4 | 5

# Copied from the list.
# O=C(Nc1ccc(Br)cc1F)c1ccc2nsnc2c1 – 697 NFkB inh = -121
# Cc1ccc(S(=O)(=O)N2C(=O)CCC2C(=O)O/N=C(\N)c2ccc([N+](=O)[O-])cc2)cc1 (centres undefined) – UBC13 inh = -3
# CCOC(=O)c1cc2occc2n1CC(=O)Nc1ccc(OC)cc1OC – SENP8 block = 3
# CCN1CCN(CC(O)COc2ccc3c(c2)CCC3)CC1 (centres undefined) – SENP8 block = -1
# CCC1(C)CC(c2nc(-c3ccc(OC)cc3)cs2)CCS1 (centres undefined) – CCR6 antagonist = 9
# Cc1ccc(CS(=O)Cc2ccc(C(=O)N3CCN(c4ccccc4)CC3)o2)cc1 (centres undefined) – Apaf-1 inh = 15

# Bioassay records from PubChem BioAssay.
